# Screening data: PubChem, several laboratories
# EP2 modulator: modulates human prostaglandin E2 receptor EP2 signaling; P43116; EP2-expressing cells, cAMP HTRF FRET, PGE2 co-stimulation; induction, % at 25 µM; hit rate 0.83% among 260,000;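 active means compounds whose cAMP rise, as percent of the full-agonist control response, exceeds 60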;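 further: rat C6 glioma line stably carrying human EP2 under a CMV promoter; the protocol text gives 20 µM as final concentration; 100% = response of wells given 1 µM PGE2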
# Target sequence (P43116 whole entry, looked up): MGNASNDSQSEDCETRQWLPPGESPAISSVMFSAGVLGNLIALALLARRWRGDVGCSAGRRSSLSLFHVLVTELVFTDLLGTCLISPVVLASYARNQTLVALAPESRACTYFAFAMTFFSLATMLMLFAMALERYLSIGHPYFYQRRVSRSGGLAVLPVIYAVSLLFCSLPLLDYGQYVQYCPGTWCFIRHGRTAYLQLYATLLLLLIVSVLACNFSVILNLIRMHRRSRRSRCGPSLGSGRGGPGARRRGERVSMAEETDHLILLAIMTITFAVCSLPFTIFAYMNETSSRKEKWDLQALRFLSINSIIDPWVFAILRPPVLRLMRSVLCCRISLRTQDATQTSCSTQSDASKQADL
# S1P4 antagonist: blocks the human S1P4 receptor; S1P4-expressing cells, antagonist mode, reporter read-out; inhibition, % at 4.98 µM; hit rate 0.26% among 220,000; AID 1510; in the data active means inhibition above about 29%;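 further: 0% = wells stimulated with agonist and 100% = vehicle wells without agonist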
# Target sequence (O95977 whole entry, looked up): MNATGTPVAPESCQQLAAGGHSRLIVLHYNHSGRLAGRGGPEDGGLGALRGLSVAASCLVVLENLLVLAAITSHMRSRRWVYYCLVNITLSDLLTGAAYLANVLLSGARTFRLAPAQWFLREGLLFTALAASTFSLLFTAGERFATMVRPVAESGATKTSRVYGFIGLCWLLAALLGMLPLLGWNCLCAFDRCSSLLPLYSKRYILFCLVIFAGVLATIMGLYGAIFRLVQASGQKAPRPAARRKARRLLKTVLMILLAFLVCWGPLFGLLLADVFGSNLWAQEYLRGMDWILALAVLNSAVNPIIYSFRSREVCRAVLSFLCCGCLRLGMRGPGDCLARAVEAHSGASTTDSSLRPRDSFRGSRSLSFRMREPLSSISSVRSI
# BaF3 parental: counter-screen for JAK2V617F inhibitors: parental Ba/F3 viability inhibitors; CellTiter-Glo ATP luminescence; inhibition, % at 5.6 µM; hit rate 1.1% among 220,000;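 active means inhibition above a per-campaign cutoff, the mean inhibition of all tested compounds plus 3 SD, cut at about 27% in these data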;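 further: 0% = DMSO wells and 100% = JAK Inhibitor I control wells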
# TRPML3 ag: activates the human TRPML3 channel | AID 1448 | HEK293 TRPML3-YFP, Fluo-8 calcium fluorescence; 100% = the carbachol control signal | hit rate 0.29% among 220,000 | activation, % at 3 µM;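 active means activation above its plate's cutoff, the mean activation of the plate's test wells plus 3 SD, cut at about 12% in these data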;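 further: 0% = DMSO only wells and 100% = carbachol wells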
#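 Test system: TRPML3-YFP stable HEK293 cells. Doses: single point at 3 µM. Incubation: dye loading 1 h 37 °C then 30 min ambient, 125 s read. Signal: Fluo-8 calcium dye fluorescence, ex 470-495, em 515-575 nm. Measure: percent activation from peak-to-basal fluorescence ratio, scaled between DMSO and carbachol.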
# Ba/F3 V617F tox: loss of viability in JAK2V617F-driven Ba/F3 cells. Ba/F3 EpoR-JAK2V617F viability, ATP luminescence. inhibition, % at 5.6 µM. hit rate 1.1% among 220,000. AID 1446;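 active means inhibition above the campaign mean plus 3 SD over all tested compounds, cut at about 24% in these data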;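 further: cytokine-independent growth of Ba/F3 cells driven by EpoR plus mutant JAK2; 0% = DMSO-treated cells and 100% = JAK inhibitor I control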
# PERK inhibitor: blocks human PERK kinase. Q9NZJ5. CHO PERK-DD fusion, SEAP luminescence translation reporter. inhibition, % at 5.6 µM. hit rate 0.17% among 220,000. AID 1416;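 active means inhibition above the mean inhibition of all tested compounds plus 3 SD, set separately per screening campaign, cut at about 2.9% in these data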;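 further: PERK kinase domain activated by AP20187 dimerizer at 100 nM; 0% = DMSO with dimerizer and 100% = rapamycin at 8.4 µM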
# zfTRPN1 agonist: zebrafish TRPN1 (NompC) channel agonism | HEK293 zebrafish TRPN1-YFP, Fluo-8 calcium fluorescence; 100% = response to 87 µM carbachol | activation, % at 3 µM | hit rate 0.18% among 220,000 | AID 1424;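 active means activation above its plate's cutoff, the mean activation of test wells on that plate plus 3 SD, cut at about 19% in these data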;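 further: 0% = DMSO alone and 100% = 87 µM carbachol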
#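 Assay system: Zebrafish TRPN1-YFP in HEK293 cells | Incubation: Dye loading 1 h at 37 °C, then 30 min room temperature | Measured by: Kinetic Fluo-8 fluorescence, ex 470-495, em 515-575 nm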
# Calpain2 inh: calpain II (pig) inhibition. inhibition, % at 16 µM. purified calpain II, fluorogenic peptide substrate, 30 min. AID 1236. hit rate 0.37% among 220,000;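 active means inhibition above about 50%, limit read from the data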
# S1P4 ag: agonists of human S1P4 receptor; O95977; S1P4-expressing cell line, agonist reporter assay; activation, % at 4.98 µM; hit rate 0.35% among 220,000; AID 1509; in the data active means activation above about 11%;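 further: 0% = DMSO vehicle and 100% = reference agonist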
# * = called active by the depositor; nt = not tested or not shown; & = joins results of further samples.
SMILES,EP2 modulator,S1P4 antagonist,BaF3 parental,TRPML3 ag,Ba/F3 V617F tox,PERK inhibitor,zfTRPN1 agonist,Calpain2 inh,S1P4 ag
Cc1c(NC(=O)C(C)OC(=O)CC2Sc3ccccc3NC2=O)c(=O)n(-c2ccccc2)n1C (configuration not stated),8,-27,0,0.4,-3,-0.1,0.2,16,0.6
CC(C)NC(=O)[C@H](CSCc1ccccc1)N1Cc2ccccc2C1=O,8,3,4,0.1,-2,0.2,-1.2,1,-1.2
COc1cccc(-c2cc3nc4c(c(NCC(C)(C)CN(C)C)n3n2)CCCC4)c1,7,6,4,-0.2,-3,0.2,-0.6,-49,0.0
Nc1cccc(/C=C/c2ccncc2)c1,16,13,-2,0.5,7,2.1,0.0,-22,2.1
CCOC(=O)N1CCC(NC(=O)c2cc(C(=O)NCc3cccc(Cl)c3)ccc2CO)CC1,4,-17,5,-0.6,3,0.2,0.3,15,0.3
Cn1c(C(=O)OC(C(=O)NCC2CCCO2)c2cccnc2)cc2sccc21 (configuration not stated),-13,2,6,0.7,0,-0.9,1.2,-14,4.4
Cc1ccc(C(=O)C2C(c3ccc(-c4ccccc4[N+](=O)[O-])o3)NC(=O)NC2(O)C(F)(F)F)cc1 (configuration not stated),nt,-12,2,-0.7,0,0.2,-0.2,nt,0.3
COc1ccccc1C(=O)NC(=S)Nc1ccc(NC(=O)c2cccs2)cc1,1,-16,2,1.1,-3,0.2,-0.8,-13,-0.2
COc1ccc(NC(=S)N2CCOCC2)c(OC)c1,3,-3,13,0.6,3,0.3,0.9,26,-0.6
CCOC(=O)c1oc2ccc(CNC3CCCCC3)c(Cl)c2c1C,-51,-7,2,0.8,0,-1.1,-0.2,6,0.7
N#CCN1CCC(c2cc(-c3ccco3)n[nH]2)CC1,-9,-17,1,0.7,-3,1.7,0.8,-21,-0.3
Cc1cc(O)c(C(C)C)cc1N=C1CSC(=O)N1,29,4,-1,-0.2,-4,0.4,0.8,3,0.4
Cc1nn(CCCC(=O)Nc2cccnc2)c(C)c1[N+](=O)[O-],1,-6,0,-0.1,-2,-0.4,1.2,2,-2.0
CCCOc1ccc(C(=O)Nc2ccc(N3CCN(C(C)=O)CC3)cc2)cc1,14&24,-23,4,1.3,1,0.0,1.4,-29,0.7
Cc1ccc(NC(=O)Cn2c(=O)n(Cc3ccco3)c(=O)c3ccccc32)c(C)c1,-8,-11,8,0.5,5,-0.7,-0.8,-12,-0.5
Cc1c(N)cc[n+](CC(=O)c2ccccc2)c1C,30,-23,63*,1.3,81*,1.0,0.8,-28,1.7
CCOC(=O)CC1C(=O)NCCN1S(=O)(=O)c1ccc(OC)cc1 (configuration not stated),-2,-2,0,0.5,5,0.0,0.7,2,0.9
CC1=C(C(=O)Nc2ccccn2)C(c2cn(C)nc2C)C2=C(CCCC2=O)N1 (configuration not stated),-4,-15,4,1.1,5,1.3,0.5,-383,2.0
Cc1cccc(NC(=O)CSc2cc(C)c(C#N)c3nc4ccccc4n23)c1,-11,-10,-7,-0.6,-1,1.1,-1.7,-107,-0.2
COc1ccccc1C(=O)Nc1ccon1,19,-1,1,0.7,0,-1.2,0.5,8,1.0
COc1ccc(Cl)c2c1[nH]c1nc(SCc3cccnc3)nnc12,12,1,1,0.4,-2,0.6,0.7,-49,-0.9
CCc1ccc(N2CN(CCc3ccccc3)CNC2=S)cc1,-21,-13,2,0.3,-2,-0.4,-0.3,5,-0.5
O=C(NCCCn1ccnc1)c1ccc(Cl)cc1,-24,7,-1,1.7,-3,1.6,-0.2,-4,0.0
CN(Cc1nccn1C)C(=O)CC1C(=O)NCCN1CC(c1ccccc1)c1ccccc1 (configuration not stated),18,-31,7,0.7,-1,1.5,1.7,-45,0.5
COC(=O)/C=C/c1c(C)[nH]c(=O)[nH]c1=O,25,-8,1,0.3,-4,0.1,1.1,-5,0.8
NC(=O)c1ccccc1N/C=C1\CCCCC1=O,-4,-8,0,0.5,0,0.6,0.5,19,0.3
O=C1C=CC(=O)N1Nc1ccc(Br)cc1,13,-14,1,1.8,-2,0.6,4.1,-3,4.1
CCn1cc(C2=NOC(C(=O)Nc3c(C)nn(Cc4ccc(F)cc4)c3C)C2)c(C)n1 (configuration not stated),-5,5,2,0.6,-2,0.1,1.9,-3,-0.2
CC(Sc1nc(-c2ccccc2)cc(C(F)(F)F)n1)C(=O)Nc1ccc2c(c1)OCO2 (configuration not stated),-73,-7,8,0.7,-3,-0.3,1.4,14,0.3
CCC(C)NC(=O)C1CC(c2ccc(OC)cc2)=NO1 (configuration not stated),-3,-30,0,-0.2,0,-0.9,1.6,-9,0.3
COC(=O)CC(c1ccc(C(C)C)cc1)n1cccc1 (configuration not stated),24,-1,10,-0.6,5,0.8,-2.6,0,4.2
Cc1cc(NC(=O)COc2cccc(Oc3ccccc3)c2)no1,-7,-3,3,0.0,-2,1.8,-2.1,-31,-2.2
O=C(Nc1cccnc1N1CCOCC1)c1ccco1,5,-13,0,1.2,0,0.2,1.1,-38,-0.4
O=C(NNc1nc2c(F)cccc2s1)C1=COCCO1,9,5,2,0.8,-2,0.4,-0.8,-2,0.8
Cc1cccc(Oc2sc(C(=O)c3ccccc3)c(N)c2C#N)c1,72*,-3,1,-0.4,4,0.0,-0.7,29,0.1
CCOc1cc(NC(=O)C2CCCCC2)c(OCC)cc1NC(=O)c1ccco1,25,-11,3,0.7,6,-0.3,0.0,-50,-1.2
CCCNC(=O)N1CCN(C(=O)NCCC)CC1,11,-4,3,0.8,-2,0.7,-0.6,-33,0.5
CCCOc1ccc(N2C(=O)CC(NCc3ccc(S(N)(=O)=O)cc3)C2=O)cc1 (configuration not stated),-6,-6,2,0.6,0,0.7,2.0,-21,-0.2
CS/C(N)=N/N=C/c1ccc2c(c1)OCO2,-38,8,2,0.4,0,0.7,-1.5,10,0.3
Cc1ccsc1C(=O)NC(C)c1ccc2c(c1)OCO2 (configuration not stated),5,-18,0,-0.1,-2,-0.3,-0.7,3,-0.1
COc1ccc(NC(=O)CN2CCC(C)CC2)c([N+](=O)[O-])c1,-4,-8,-1,0.4,3,-0.4,0.0,7,0.3
c1ccc2c(-c3ccncc3)c[nH]c2c1,-48,2,11,-0.2,4,-0.6,1.2,-8,0.8
Cc1nn(CC(=O)NCc2ccccc2Cl)c(C)c1[N+](=O)[O-],-3,2,4,-0.1,2,0.3,-2.3,20,1.4
O=C(Oc1ccc(=O)n(-c2ccccc2)n1)c1ccc(F)cc1,3,-2,7,0.1,6,-0.8,0.5,18,-0.4
COc1ccc2c(c1)c(C(C)=O)c(C)n2-c1ccccc1,33,-14,2,-0.1,0,-1.3,-1.7,10,-1.9
CCCOc1ccc(N2CC(C(=O)Nc3ccccc3OC)CC2=O)cc1 (configuration not stated),-5,7,2,0.6,-1,0.5,0.8,4,0.7
CCc1[nH]c(C(=O)O)c(C)c1C(=O)OC,9,8,1,1.7,-6,1.4,0.4,-10,0.1
CC1CCc2nc(NC(=O)CN3CCN(Cc4ccc5c(c4)OCO5)CC3)sc2C1 (configuration not stated),-10,-2,11,0.5,10,-1.5,-0.4,-20,-1.5
CCc1cc(=O)oc2cc(C)cc(OCc3nn[nH]n3)c12,28,8,2,0.3,-4,1.7,0.9,-88,0.1
Cc1ccc(-n2c(SCn3nnc4ccccc4c3=O)nnc2-c2cccnc2)c(C)c1,-9,-3,4,0.2,-1,-0.5,0.0,-14,-1.3
# Additional structures.
SMILES,EP2 modulator,S1P4 antagonist,BaF3 parental,TRPML3 ag,Ba/F3 V617F tox,PERK inhibitor,zfTRPN1 agonist,Calpain2 inh,S1P4 ag
COc1ccc(-n2c(SCC(=O)Nc3ccccc3)nc(O)cc2=O)cc1,-8,16,-8,1.2,0,2.2,1.8,-35,-0.7
Cc1ccc(-c2nn3c(C)nnc3c3ccccc23)cc1S(=O)(=O)NCc1ccco1,-8,-18,2,0.7,-2,-0.2,-1.0,1,1.7
Cc1ccc(NC(=S)N/N=C/c2ccc([N+](=O)[O-])s2)cc1,-93,-20,4,1.6,0,-1.2,0.4,-5,0.7
Cc1cc(C(=O)NCC23CC4CC(CC(C4)C2)C3)c(C)o1,-32,-13,6,-1.4,1,-0.5,-2.0,-20,-0.4
C=CCn1c(-c2cccn(Cc3cccc(Cl)c3)c2=O)n[nH]c1=S,27,-7,1,0.9,-1,-0.2,-0.1,-23,1.0
Cc1ccc(-c2nc3nc4ccccc4nc3n2Cc2ccco2)cc1,43,0,0,0.5,-2,-0.1,0.0,-23,0.6

# 12 entries from above, with values under each structure:
# Every second line gives: EP2 modulator, S1P4 antagonist, BaF3 parental, TRPML3 ag, Ba/F3 V617F tox, PERK inhibitor, zfTRPN1 agonist, Calpain2 inh, S1P4 ag
COc1ccc2c(c1)c(C(C)=O)c(C)n2-c1ccccc1
  33, -14, 2, -0.1, 0, -1.3, -1.7, 10, -1.9
CCCOc1ccc(N2CC(C(=O)Nc3ccccc3OC)CC2=O)cc1 (configuration not stated)
  -5, 7, 2, 0.6, -1, 0.5, 0.8, 4, 0.7
CCc1[nH]c(C(=O)O)c(C)c1C(=O)OC
  9, 8, 1, 1.7, -6, 1.4, 0.4, -10, 0.1
CC1CCc2nc(NC(=O)CN3CCN(Cc4ccc5c(c4)OCO5)CC3)sc2C1 (configuration not stated)
  -10, -2, 11, 0.5, 10, -1.5, -0.4, -20, -1.5
CCc1cc(=O)oc2cc(C)cc(OCc3nn[nH]n3)c12
  28, 8, 2, 0.3, -4, 1.7, 0.9, -88, 0.1
Cc1ccc(-n2c(SCn3nnc4ccccc4c3=O)nnc2-c2cccnc2)c(C)c1
  -9, -3, 4, 0.2, -1, -0.5, 0.0, -14, -1.3
COc1ccc(-n2c(SCC(=O)Nc3ccccc3)nc(O)cc2=O)cc1
  -8, 16, -8, 1.2, 0, 2.2, 1.8, -35, -0.7
Cc1ccc(-c2nn3c(C)nnc3c3ccccc23)cc1S(=O)(=O)NCc1ccco1
  -8, -18, 2, 0.7, -2, -0.2, -1.0, 1, 1.7
Cc1ccc(NC(=S)N/N=C/c2ccc([N+](=O)[O-])s2)cc1
  -93, -20, 4, 1.6, 0, -1.2, 0.4, -5, 0.7
Cc1cc(C(=O)NCC23CC4CC(CC(C4)C2)C3)c(C)o1
  -32, -13, 6, -1.4, 1, -0.5, -2.0, -20, -0.4
C=CCn1c(-c2cccn(Cc3cccc(Cl)c3)c2=O)n[nH]c1=S
  27, -7, 1, 0.9, -1, -0.2, -0.1, -23, 1.0
Cc1ccc(-c2nc3nc4ccccc4nc3n2Cc2ccco2)cc1
  43, 0, 0, 0.5, -2, -0.1, 0.0, -23, 0.6
